# Compound activity (PubChem BioAssay)
# human PMI inhibitors – human PMI inhibitors, high substrate, primary screen, biochemical, fluorescence intensity, high mannose 6-phosphate (AID 1220) | recombinant PMI enzyme, coupled fluorescence intensity; higher % means a stronger effect | inhibition, % at 20 µM, or IC50 in µM where a hit was titrated | actives 0.66% (n = 190,000); in the data active = inhibition above about 50%
# P. falciparum M1AAP – P. falciparum M1AAP inhibitors, biochemical, fluorogenic H-Leu-NHMec substrate, 1536-well (AID 1445); one-dose inhibition, % at 30 µM; IC50 in µM for titrated hits; actives 0.42% (n = 220,000); recombinant M1AAP, H-Leu-NHMec fluorogenic kinetic assay; higher % means a stronger effect;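 active = primary inhibition above the hit cutoff, then over 50% inhibition at one or more dose response concentrations, cut at about 23% in these data, passing the limit was not always enough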;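 also: plate controls were DMSO full reaction for no effect and no enzyme background for full effect; strong numbers were not always called active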
# CSM14.1 death rescue – protection against thapsigargin-triggered cell killing – 384-well, CSM14.1, ATP luminescence, primary screen (AID 1222). CSM14.1 thapsigargin-induced death rescue, ATP luminescence; higher % means a stronger effect. cellular ATP content (survival), % at 20 µM; hits with a dose series show EC50 in µM. 190,000 tested, under 10 active;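 active = EC50 below 50 µM in the dose-response confirmation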;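 also: death triggered by thapsigargin at about 15 µM added after 2 h compound pretreatment; cell ATP read after overnight thapsigargin exposure of roughly 18 to 22 hours; normalized against plate controls of thapsigargin alone and 5% DMSO vehicle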
# M17LAP inhibition – P. falciparum M17LAP inhibitors, primary screen, biochemical, fluorogenic H-Leu-NHMec substrate, 1536-well (AID 1619) | recombinant M17LAP, H-Leu-NHMec fluorogenic kinetic assay; higher % means a stronger effect | inhibition, % at 30 µM, or IC50 in µM where a hit was titrated | actives 0.38% (n = 220,000);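 active = compound inhibiting the enzyme by more than half at any dose during confirmatory dose-response retesting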;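 also: plate controls were full reaction with DMSO carrier for no effect and no enzyme background for full effect; strong numbers were not always called active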
# PhoP inhibition – inhibitors of PhoP regulon expression, primary screen, Salmonella Typhimurium, GFP reporter (AID 1863); S. Typhimurium PhoP-regulated promoter GFP reporter, 4 h; higher % means a stronger effect; inhibition, % at 50 µM; hits with a dose series show IC50 in µM; actives 0.16% (n = 300,000);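 active = inhibition over 29.93%, a cutoff 3 SD above the screen mean, later confirmed by dose response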;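 also: 0% = low Mg2+ inducing control and 100% = high Mg2+ repressing control; strong numbers were not always called active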
# West Nile antiviral – West Nile virus antiviral activity, cell-based, CPE readout (AID 1621); West Nile virus-infected cells, CPE inhibition; higher % means a stronger effect; CPE inhibition, % at 10 µM; hits with a dose series show IC50 in µM; actives 0.02% (n = 290,000); in the data active = a potency from the dose series; also: strong numbers were not always called active
# Siah-1 displacement – blockers of Siah-1 interaction with plectin peptide – biochemical, fluorescence polarization, rhodamine-plectin, uHTS, primary screen (AID 1817). actives 0.02% (n = 290,000). displacement, % at 20 µM, or IC50 in µM where a hit was titrated. Siah-1 / rhodamine-plectin peptide fluorescence polarization; higher % means a stronger effect;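 active = displacement of at least 50% at 20 µM, with a fluorescence ratio check between 0.3 and a set limit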;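 also: plate controls were Siah plus tracer with DMSO for no effect and tracer alone without Siah for full effect; strong numbers were not always called active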
# XIAP antagonists – XIAP antagonists, biochemical, IAP family, fluorescence polarization (AID 1018); XIAP BIR domain, fluorescence polarization peptide displacement; higher % means a stronger effect; displacement, % at 20 µM; hits with a dose series show IC50 in µM; actives 0.007% (n = 200,000); in the data active = displacement above about 50%; also: a part of the inactive calls stands beside numbers as strong as those of hits
# Yfh1-off respiration – enhancers of respiration in Yfh1-depleted yeast, dose response, Friedreich's ataxia, plus single-dose screen (AID 1465) | S. cerevisiae Yfh1-off respiration, WST-1 reduction, 72 h; higher fold induction means a stronger effect | fold induction at 50 µM, or EC50 in µM where a hit was titrated | actives 0.074% (n = 220,000);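 active = fold induction of absorbance versus untreated yeast above a set limit, then at least 30% activation at any dose in follow-up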;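 also: activators that raise dye reduction in frataxin-depleted yeast; strong numbers were not always called active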
# The depositor's hits bear a star; i = inactive; . = not tested or not shown.
# The first 4 entries, to show the layout:
SMILES,human PMI inhibitors,P. falciparum M1AAP,CSM14.1 death rescue,M17LAP inhibition,PhoP inhibition,West Nile antiviral,Siah-1 displacement,XIAP antagonists,Yfh1-off respiration
CCc1nnc(NC(=O)c2ccc(-c3ccccc3F)o2)s1,-7%,3%,.,1%,-1%,-0.9%,21%,-5.6%,i
CCOC(=O)N1CCC(NC(=O)c2ccc3c(c2)sc2nc(-c4ccccc4)cn23)CC1,2%,32%,6.1%,6%,3%,0.2%,5%,-5.8%,i
CCOc1cc(NC(=S)NCCCN(C)C)c(OCC)cc1NC(=O)C1CC1,3%,0%,-2.8%,17%,-5%,-0.1%,6%,-5.6%,i
C/C(=N\NC(=O)C1(C)CC1(Br)Br)c1ccc(NC(=O)c2ccc(C)o2)cc1 (stereo unspecified),-4%,11%,-2.0%,-1%,8%,1.4%,2%,32%,i

# Main list, from the first entry:
SMILES,human PMI inhibitors,P. falciparum M1AAP,CSM14.1 death rescue,M17LAP inhibition,PhoP inhibition,West Nile antiviral,Siah-1 displacement,XIAP antagonists,Yfh1-off respiration
CCc1nnc(NC(=O)c2ccc(-c3ccccc3F)o2)s1,-7%,3%,.,1%,-1%,-0.9%,21%,-5.6%,i
CCOC(=O)N1CCC(NC(=O)c2ccc3c(c2)sc2nc(-c4ccccc4)cn23)CC1,2%,32%,6.1%,6%,3%,0.2%,5%,-5.8%,i
CCOc1cc(NC(=S)NCCCN(C)C)c(OCC)cc1NC(=O)C1CC1,3%,0%,-2.8%,17%,-5%,-0.1%,6%,-5.6%,i
C/C(=N\NC(=O)C1(C)CC1(Br)Br)c1ccc(NC(=O)c2ccc(C)o2)cc1 (stereo unspecified),-4%,11%,-2.0%,-1%,8%,1.4%,2%,32%,i
O=c1[nH]c(/C=C2\C=Nc3ccccc32)c(O)n1Cc1ccccc1F,19%,-1%,0.1%,-1%,0%,-0.5%,1%,-5.4%,i
CC(CCc1ccccc1)NC(=O)C1CCCN(C(=O)c2cc3sccc3n2C)C1 (stereo unspecified),-2%,2%,-0.1%,2%,6%,-1.1%,-1%,-2.5%,i
COc1cccc(-c2nc3ccccc3s2)c1,0%,7%,-3.4%,-3%,-7%,0.2%,-2%,-1.2%,i
COc1cccc(C2C(C(=O)Nc3ccccc3)=C(C)N=c3s/c(=C/c4ccc(OCC(=O)O)cc4)c(=O)n32)c1 (stereo unspecified),-8%,9%,-2.5%,56%,3%,0.2%,18%,-4.4%,i
CCOC(=O)N1CCN(CC(=O)N2c3ccccc3CCc3ccccc32)CC1,3%,4%,1.2%,1%,1%,-0.4%,10%,-6.7%,i
COc1ccc(-c2cnc(NCc3cc4c(cc3[N+](=O)[O-])OCO4)n2C)cc1,2%,4%,-2.1%,-5%,-17%,-1.3%,0%,1.5%,i
CCCNS(=O)(=O)c1ccc(OCC(=O)NCc2ccco2)cc1,18%,9%,0.7%,4%,20%,-0.1%,-2%,-3.5%,i
CCc1oc(C(=O)O)cc1CN(CC)CC,11%,13%,-3.3%,1%,-5%,-0.5%,4%,0.3%,i
COC(=O)c1ccccc1NC(=O)C1CC(=O)N(c2ccc(C)c(C)c2)C1 (stereo unspecified),7%,4%,-1.1%,14%,-2%,-1.2%,3%,-8.4%,i
O=C(c1ccco1)N1CCN(C2=NS(=O)(=O)c3ccccc32)CC1,1%,6%,-1.2%,2%,2%,1.4%,-2%,1.4%,i
O=C(CC1SC(=NC2CCCCC2)NC1=O)Nc1ccccc1 (stereo unspecified),-6%,4%,-3.8%,-6%,-4%,-1.2%,-6%,-16%,i
Cc1cc([N+](=O)[O-])ccc1NC(=O)CSc1nccc(=O)[nH]1,-2%,0%,0.4%,7%,-2%,0.6%,-4%,-3.0%,i
Cc1cccc(N2C(=O)CCC2=O)n1,-11%,-2%,1.0%,-13%,6%,0.1%,10%,-4.1%,i
Nc1c(C(=O)NCc2ccc3c(c2)OCO3)nnn1Cc1ccc(Br)cc1,.,4%,.,-7%,-2%,-0.2%,1%,.,i
COc1ccc(NC(=O)c2ccc(C#N)cc2)cc1NS(=O)(=O)c1ccc(F)cc1,26%,7%,0.2%,-4%,3%,-0.8%,1%,-6.8%,i
COc1ccc(NS(=O)(=O)c2cccc(NC(=O)CCC(=O)c3ccc(Cl)cc3)c2)cc1,16%,9%,4.6%,6%,-13%,-1.1%,2%,-5.8%,i
COc1ccc(N2C(=O)CN(Cc3cc(OC)c(OC)c(OC)c3)C2=S)cc1,6%,3%,-4.1%,6%,-7%,-1.0%,1%,-5.9%,i
COc1ccc(C)cc1NS(=O)(=O)c1cccc2nonc12,10%,8%,-2.1%,0%,1%,.,-2%,-10%,.
Cn1c(=O)c2c(n(Cc3ccccc3)c1=O)NC(=O)C2CC(=O)O (stereo unspecified),-39%,1%,3.3%,15%,-2%,-0.4%,1%,1.3%,i
COc1ccc(NC(=O)CSc2nc(N)c3cc4c(nc3n2)CCCC4)c(OC)c1,-7%,6%,-1.6%,10%,0%,0.9%,1%,-22%,i
O=C1C2C3C=CC(C3)C2C(=O)N1Cc1cccnc1 (stereo unspecified),-6%,0%,0.0%,-4%,0%,0.1%,1%,-4.0%,i
SMILES,human PMI inhibitors,P. falciparum M1AAP,CSM14.1 death rescue,M17LAP inhibition,PhoP inhibition,West Nile antiviral,Siah-1 displacement,XIAP antagonists,Yfh1-off respiration
CCCC(=O)Nc1cnc(NC(=O)c2cccc(F)c2)cc1C,5%,2%,-2.0%,-12%,3%,0.5%,0%,-0.7%,i
N#C/C=C1\Sc2ccccc2C(=O)N1CC(=O)N1CCN(S(=O)(=O)c2ccccc2)CC1,0%,3%,-1.0%,7%,-3%,0.1%,0%,3.4%,i
CS(=O)(=O)Oc1ccccc1/C=C1/N=C(c2ccc(F)cc2)OC1=O,3%,6%,-0.8%,-8%,-2%,0.0%,0%,-1.2%,i
O=C(Nc1cccnc1)c1cccc(S(=O)(=O)N2CCc3ccccc32)c1,-1%,0%,0.0%,-2%,-3%,-0.1%,-1%,-3.3%,i
O=C1C2C(c3ccccc3)(C(=O)N1c1ccc(Cl)cc1)C2(c1ccccc1)c1ccccc1 (stereo unspecified),7%,1%,2.0%,-4%,-8%,0.5%,5%,-3.3%,i
COC(=O)/C(=C/c1ccccc1)NC(=O)c1ccco1,5%,5%,-0.4%,0%,0%,-0.2%,4%,-1.8%,i
COc1ccc(OC)c(S(=O)(=O)Nc2ccc(C)c(C)c2)c1,2%,15%,0.2%,2%,-1%,-1.2%,6%,-6.2%,i
COc1cc(/C=C(/Sc2nnc(-c3ccc(F)cc3)o2)C(=O)O)ccc1OC(F)F,0%,5%,-2.7%,-12%,-1%,-0.8%,-3%,-2.7%,i
CCOC(=O)c1c(NC(=O)COc2ccccc2)sc2c1CC(C)(C)NC2(C)C,5%,3%,-1.8%,6%,-15%,0.1%,6%,-0.9%,i
CC(=O)N1CCN(c2ccc(Oc3ncnc4sccc34)cc2)CC1,10%,5%,1.2%,13%,-11%,-0.5%,5%,-4.4%,i
CCCCn1c(SCc2ccccn2)nc2c1c(=O)n(C)c(=O)n2C,-8%,4%,-0.6%,4%,3%,-0.3%,5%,4.1%,i
CCCCOC(=O)NC1CCS(=O)(=O)C1 (stereo unspecified),-6%,-2%,3.7%,6%,8%,0.1%,2%,-2.7%,i
CCCc1cc(C(=O)Nc2sc(C(C)=O)c(C)c2C(=O)OCC)no1,3%,15%,-3.1%,5%,-6%,-0.3%,0%,-7.4%,i
CN1CCN(C(=O)C2=C[C@H](c3ccc(C(F)(F)F)cc3)C[C@H](OCc3ccc(CO)cc3)O2)CC1,-7%,10%,0.0%,-2%,1%,-0.3%,-1%,-3.4%,i
Cc1cc(C(=O)N/N=C/c2ccccc2)c(C)o1,.,4%,.,-6%,0%,1.8%,-3%,.,i
COc1ccc(-c2[nH]c(-c3ccc(SC)cc3)nc2SCC(=O)Nc2nccs2)cc1,1%,16%,-0.9%,-6%,-17%,-0.7%,-1%,-8.7%,i
Cc1n[nH]c(C)c1S(=O)(=O)N1CCN(c2ccccn2)CC1,0%,15%,0.1%,-3%,-2%,-0.1%,0%,-1.9%,i
CC(C)(C)CC(C)(C)NC(=O)c1ccc2snnc2c1,.,-1%,.,6%,-5%,-0.2%,4%,.,i
COc1ccc(N(C)S(=O)(=O)c2ccc(C)cc2)c([N+](=O)[O-])c1,7%,0%,0.9%,1%,-4%,-0.1%,0%,-13%,i
COCCOC(=O)c1c(C)n(C)c2ccc(OC(=O)C3CC3)cc12,4%,15%,-2.7%,5%,-8%,0.1%,-5%,-1.1%,i
O=C(OCC(=O)N1CCCCC1)c1c[nH]c(=O)[nH]c1=O,-3%,-5%,-0.1%,-10%,2%,-0.5%,10%,2.9%,i
Cc1ccc(C(=O)Nc2ncc(Cc3ccc(F)cc3)s2)o1,13%,3%,-2.2%,1%,-11%,.,2%,-2.7%,.
COc1ccc(CCNc2nnc(C)c(=O)[nH]2)cc1OC,-5%,-1%,-2.0%,10%,-10%,0.5%,3%,-3.7%,i
Cc1ccc(-n2c(SCC(=O)OC(C)C)nnc2-c2ccco2)cc1,0%,-3%,-0.4%,31µM*,11%,0.2%,4%,-2.8%,i
CCOC(=O)C(/C(C)=N/NC(=O)c1ccccc1[N+](=O)[O-])C(C)C (stereo unspecified),-4%,0%,-0.1%,-3%,-5%,0.9%,3%,-1.3%,i
COc1cccc(CC(=O)Nc2nccs2)c1,17%,8%,-1.6%,2%,-4%,-0.1%,6%,-7.1%,i
COc1ccc(NC(=O)c2c(NC(=O)CCC(=O)O)sc(-c3ccccc3)c2C)cc1,10%,2%,-0.9%,50%,-6%,0.9%,3%,-1.1%,i
Cc1cc(NCCN2CCOCC2)n2nc(C)c(-c3ccc(Cl)cc3)c2n1,-2%,-2%,-1.7%,-25%,1%,-0.3%,-5%,-6.0%,i
Cc1c(NC(=O)C(C)NCC2CCCO2)c(=O)n(-c2ccccc2)n1C (stereo unspecified),5%,-3%,-3.1%,-3%,4%,0.2%,-5%,-1.1%,i

# Compound profiles (already shown). Values in the order: human PMI inhibitors	P. falciparum M1AAP	CSM14.1 death rescue	M17LAP inhibition	PhoP inhibition	West Nile antiviral	Siah-1 displacement	XIAP antagonists	Yfh1-off respiration
# `COc1ccc(NC(=O)c2ccc(C#N)cc2)cc1NS(=O)(=O)c1ccc(F)cc1` as listed: 26%	7%	0.2%	-4%	3%	-0.8%	1%	-6.8%	i
# `Cc1ccc(-n2c(SCC(=O)OC(C)C)nnc2-c2ccco2)cc1` as listed: 0%	-3%	-0.4%	31µM*	11%	0.2%	4%	-2.8%	i
